# NOD2-RIPK2 inh = blocks binding of human NOD2 to RIPK2. O43353. CHO BLA complementation NOD2-RIPK2, CCF4 ratio. inhibition, % at 4.98 µM. hit rate 0.38% among 360,000. AID 624267; in the data active = inhibition above about 21%;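 also: 0% = vehicle only and 100% = reference blocker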
# Granule exo inh = lytic granule exocytosis inhibition; TALL-104 LAMP-1 surface exposure, flow cytometry; cells stimulated with thapsigargin and PMA; inhibition, % at 10 µM; hit rate 0.66% among 360,000; AID 651702;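 active = inhibition above about 55%, limit read from the data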
# NR2F2 inh = NR2F2 (human) inhibition, primary screen; P24468; HEK293T NGFI-A luciferase reporter, luminescence; AID 686940; inhibition, % at 8.6 µM; hit rate 0.7% among 370,000;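 active = inhibition above a per-plate cutoff, mean inhibition of test wells between control levels plus 3 SD, cut at about 38% in these data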;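 also: cells cotransfected with COUP-TFII expression vector driving the NGFI-A reporter; 0% = median of COUP-TF2 test wells and 100% = reporter-only cells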
# ABHD5-PLIN5 inh = inhibitors of human ABHD5-perilipin-5 interaction; hit rate 0.78% among 360,000; inhibition, % at 4 µM; Split G. princeps luciferase complementation, luminescence, 4 h; Q00G26+Q8WTS1; AID 602281;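 active = inhibition above the mean inhibition across every tested compound plus 3 SD, cut at about 22% in these data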;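 also: 0% = DMSO only wells and the 100% control is not disclosed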
# SRC1 inh = inhibitors of human steroid receptor coactivator 1 (SRC1); inhibition, % at 3.6 µM; AID 588354; hit rate 0.12% among 360,000; HEK293 GAL4-SRC1 luciferase reporter, luminescence; Q15788;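 active = inhibition above the campaign mean plus 3 SD, with each screening campaign given its own cutoff, cut at about 60% in these data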;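 also: 0% = DMSO treated cells and 100% = gossypol at 36 µM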
# NR5A2 inv ag = inverse agonists of human LRH-1 (NR5A2); O00482; HEK293T StAR-luciferase reporter, LRH-1 transfected, 24 h; inhibition, % at 3.6 µM; hit rate 0.13% among 360,000;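 active = inhibition above the mean inhibition of all tested compounds plus 3 SD, cut at about 73% in these data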;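 also: 0% = DMSO wells and 100% = reporter-only cells lacking LRH-1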
# NCOA2 inhibitor = inhibits human steroid receptor coactivator 2; Q15596; HEK293 GAL4-SRC2 luciferase reporter, luminescence; inhibition, % at 9 µM; hit rate 0.17% among 370,000;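 active = inhibition above the mean inhibition of all tested compounds plus 3 SD, set per campaign, cut at about 52% in these data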;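 also: 0% = DMSO treated cells and 100% = cells given Gossypol at 36 µM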
# TWEAK Fn14 block = blocks TWEAK-Fn14 interaction in a reporter cell assay | TWEAK-stimulated Fn14 reporter cells, luciferase luminescence, 8 h | inhibition, % at 10 µM | hit rate 2% among 360,000; in the data active = inhibition above about 50%
# SRC3 inh = inhibitors of human steroid receptor coactivator 3 (SRC3); Q9Y6Q9; HEK293 GAL4-SRC3 luciferase reporter, luminescence; inhibition, % at 3.6 µM; hit rate 0.17% among 360,000;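 active = inhibition above a per-campaign cutoff, the mean of all compounds plus 3 SD, cut at about 60% in these data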;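 also: 0% = DMSO-treated cells and 100% = gossypol-treated cells at 36 µM; higher means less SRC3-driven luciferase light from the GAL4 reporter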
# Target sequence (Q9Y6Q9 whole entry, looked up, the tested form may be a part): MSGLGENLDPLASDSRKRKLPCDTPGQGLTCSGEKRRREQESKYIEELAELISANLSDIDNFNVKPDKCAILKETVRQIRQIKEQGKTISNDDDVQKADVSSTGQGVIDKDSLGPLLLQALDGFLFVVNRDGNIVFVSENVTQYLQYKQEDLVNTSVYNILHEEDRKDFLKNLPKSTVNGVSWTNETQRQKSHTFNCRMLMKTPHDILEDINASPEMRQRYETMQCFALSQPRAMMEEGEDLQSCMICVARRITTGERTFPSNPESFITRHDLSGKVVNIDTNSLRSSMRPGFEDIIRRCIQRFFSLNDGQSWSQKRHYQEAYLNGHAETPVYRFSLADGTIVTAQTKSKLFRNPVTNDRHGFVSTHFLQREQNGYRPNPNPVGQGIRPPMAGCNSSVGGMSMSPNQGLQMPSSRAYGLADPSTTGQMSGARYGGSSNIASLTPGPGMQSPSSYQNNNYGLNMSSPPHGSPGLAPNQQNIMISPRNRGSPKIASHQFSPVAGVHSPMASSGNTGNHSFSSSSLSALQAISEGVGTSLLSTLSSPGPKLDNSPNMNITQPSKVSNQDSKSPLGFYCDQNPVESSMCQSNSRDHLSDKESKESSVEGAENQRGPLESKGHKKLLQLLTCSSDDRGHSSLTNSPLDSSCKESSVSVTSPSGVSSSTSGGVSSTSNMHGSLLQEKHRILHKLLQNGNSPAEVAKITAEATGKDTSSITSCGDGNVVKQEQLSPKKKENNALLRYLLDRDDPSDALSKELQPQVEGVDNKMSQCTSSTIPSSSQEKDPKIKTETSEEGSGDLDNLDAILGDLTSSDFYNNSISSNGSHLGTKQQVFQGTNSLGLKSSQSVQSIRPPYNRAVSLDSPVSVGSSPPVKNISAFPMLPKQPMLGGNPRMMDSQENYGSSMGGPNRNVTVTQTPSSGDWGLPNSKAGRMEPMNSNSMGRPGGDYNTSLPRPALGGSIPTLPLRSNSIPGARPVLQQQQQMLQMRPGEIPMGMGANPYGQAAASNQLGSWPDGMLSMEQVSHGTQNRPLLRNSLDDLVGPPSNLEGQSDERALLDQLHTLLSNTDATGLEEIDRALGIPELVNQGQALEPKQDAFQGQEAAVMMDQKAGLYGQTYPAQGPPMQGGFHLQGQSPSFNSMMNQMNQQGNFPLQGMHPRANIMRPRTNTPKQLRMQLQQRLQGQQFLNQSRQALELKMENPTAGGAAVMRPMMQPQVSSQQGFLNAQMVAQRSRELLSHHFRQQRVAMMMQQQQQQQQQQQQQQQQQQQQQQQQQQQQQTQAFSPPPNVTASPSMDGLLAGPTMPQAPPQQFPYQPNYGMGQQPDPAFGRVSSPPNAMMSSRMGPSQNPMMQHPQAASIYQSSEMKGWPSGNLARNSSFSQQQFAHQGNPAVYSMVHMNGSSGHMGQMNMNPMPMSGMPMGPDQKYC
# TLR9-MyD88 inh = inhibitors of human TLR9-MyD88 binding. CHO BLA complementation TLR9-MyD88, CCF4 FRET ratio. inhibition, % at 4.98 µM. hit rate 0.21% among 340,000;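 active = inhibition above the mean over all tested compounds plus 3 SD, cut at about 21% in these data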;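 also: 0% = DMSO only wells and 100% = clavulanate BLA inhibitor control wells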
# TROY NFkB inh = TROY signaling inhibition; Q293 LMP1-TROYcd NF-kB luciferase reporter, 4 h; AID 1347056; hit rate 0.98% among 360,000; inhibition, % at 10 µM;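 active = compounds whose plate-normalised and pattern-corrected inhibition of the luciferase reporter signal at the single screening dose is 50% or more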
# * marks the source's active call; other numbers are inactive results; / = not tested or not shown. Some of the compounds tested, so the mix of outcomes need not match the whole.
SMILES,NOD2-RIPK2 inh,Granule exo inh,NR2F2 inh,ABHD5-PLIN5 inh,SRC1 inh,NR5A2 inv ag,NCOA2 inhibitor,TWEAK Fn14 block,SRC3 inh,TLR9-MyD88 inh,TROY NFkB inh
CCC(=O)N1CCC(C)(C(=O)NCc2cccc(OC)c2)C1 (stereo unspecified),-3,8,3,-2,1,8,-2,-1,-5,/,-6
CCOC(=O)N1CCN(C(=O)c2oc3ccc(S(=O)(=O)N4CC(C)CC(C)C4)cc3c2C)CC1 (stereo unspecified),4,0,-6,0,7,11,3,18,5,8,11
O=C(CSc1nnc2ccccn12)NCc1cccs1,-8,0,-6,-8,-24,5,-7,15,1,-3,4
CCc1ccccc1NC(=O)Nn1cnnc1,-4,-3,14,3,11,16,4,12,5,6,12
O=S(=O)(Nc1ccc(-c2nc3ccccc3o2)cc1)c1ccccc1,8,1,-5,-2,-43,-19,-24,-6,-17,0,-4
CC(CN1CCCCC1)NC(=O)c1cccs1 (stereo unspecified),-7,-1,-15,2,5,-3,-2,-12,6,2,1
CCOC(=O)CSc1nnc(Cc2cc(=O)[nH]c(=O)[nH]2)n1-c1ccc(Cl)cc1,-3,-2,/,-1,10,13,/,-1,4,-2,-13
C=CCOc1ccc(/C=N/NC(=O)C(C)Sc2ccccn2)cc1OC (stereo unspecified),-5,0,-1,-1,-5,-20,19,-8,-13,-8,-8
Cc1cc(NC(=O)CCC(=O)N(c2ccc(C)c(F)c2)C(C(=O)NC2CCCC2)c2ccco2)no1 (stereo unspecified),-6,6,9,4,-2,-21,-4,-18,1,-1,-10
O=C1CCNCCN1[C@H](CO)Cc1ccccc1,-2,-1,-3,10,8,-32,2,2,2,-14,-13
COc1cc2c(cc1OC)CN(C(=O)c1ccc3[nH]c(C)c(C)c3c1)CC2,-4,1,5,0,-12,-5,-21,-13,5,-22,2
Cc1nn(C)cc1CN(C)C(=O)c1nn2c(c1Cl)NC(c1cccs1)CC2C(F)(F)F (stereo unspecified),5,-1,8,5,-10,9,27,11,5,12,-5
CCOc1ccc(CNC(=O)C2CCCN(S(=O)(=O)N3CCC(C)CC3)C2)cc1OC (stereo unspecified),-5,3,22,0,-6,-20,1,10,-2,-1,14
CCn1c(COc2ccc3c(c2)CCCC3)nnc1SCC(=O)Nc1nccs1,-7,-1,-16,5,-3,1,-18,-7,0,-4,-2
CCn1c(SCC(=O)Nc2cccc(C)c2)nc2nc3c(cc2c1=O)COC(C)(C)C3,0,1,8,1,19,3,-15,2,22,8,3
CSC(C1CCCC1)n1nnc2ccccc21 (stereo unspecified),-8,-2,-14,-6,-6,16,-17,2,5,-5,3
COc1ccc(C=O)cc1CSc1nnc(COc2cccc3cccnc23)o1,-3,-2,1,-4,0,-7,7,-19,14,-4,-24
Cc1ccc(C(=O)Nc2nc(-c3cc(Cl)sc3Cl)cs2)cc1,-4,-1,-16,4,-13,3,10,25,12,-16,0
Cc1ccc(-n2ncc3c(=O)[nH]c(SC(C)C)nc32)cc1,-10,5,-4,-7,-7,-9,-2,-29,-21,-14,-4
FC(F)(F)c1ccccc1Cc1c(-c2ccc(Cl)cc2)nc2ccc(Br)cn12,5,-6,-44,6,-61,-59,-27,-2,-45,/,12
Cc1cc(=O)oc2cc(OCC(=O)N3CCN(C(=O)C4COc5ccccc5O4)CC3)ccc12 (stereo unspecified),11,-2,5,6,16,43,-12,-5,30,-8,1
O=C(O)c1ccc(-c2cccc([N+](=O)[O-])c2)o1,2,0,-4,8,12,3,0,-15,5,0,-3
COc1ccc(C2(c3ccc(OC)cc3)NC(=O)NC2=O)cc1,-4,-23,1,2,-6,-16,-3,23,1,1,-14
CCCCn1c(N)c(N(C)C(=O)c2ccc(-n3cccn3)cc2)c(=O)[nH]c1=O,-4,-3,-18,3,-11,14,-30,-2,2,-2,-8
Brc1cccc(-c2nnc3n2CCC3)c1,-20,-1,17,-1,-8,-10,-2,2,0,-6,5
CSc1ccccc1C(=O)N1CCC(n2nccc2NC(=O)C(C)(C)C)CC1,-4,0,-2,-2,15,6,6,4,7,-3,-3
Cc1ccc(CN(Cc2ccc(C)o2)C(=S)NCC(=O)O)cc1,-8,-4,-10,1,-2,20,-4,7,7,2,6
Cn1c(Cn2c(=O)sc3ccccc32)nnc1SCC(=O)N1CCc2ccccc21,-2,4,11,-7,-3,4,-6,-5,12,1,-7
CC[C@]12c3[nH]c4cc(-c5ccco5)ccc4c3CCN1C(=O)[C@@H](CC(=O)NCCc1ccccn1)C[C@@H]2C(=O)N1CCN(C(=O)c2ccco2)CC1,-1,8,-1,20,-18,-3,-7,-15,-24,0,5
Cc1cc(/C=N/NC(=O)CC2(C)OCCO2)c(C)n1-c1cc(Cl)cc(Cl)c1,7,-2,5,-2,-5,-36,4,-4,4,-3,8
COC(=O)COc1ccsc1C(=O)OC,-4,4,4,3,-12,25,-3,6,2,-2,-11
CCN(CC1CCCO1)C(=O)c1cc(COc2cc(C)c(Cl)c(C)c2)on1 (stereo unspecified),9,-5,-17,-3,-63,-82,-31,-3,-84,-16,-58
Cc1ccc(-n2c(SCC(=O)N3CC(=O)Nc4ccccc43)nc3ccccc3c2=O)cc1C,0,-4,-2,3,2,-8,-6,25,-3,-8,18
O=C(NCC1COc2ccccc2O1)C1CCN(S(=O)(=O)c2ccccc2)CC1 (stereo unspecified),5,5,10,-1,-4,-19,-13,-7,14,3,2
CC1CCCCN1CCCNc1ccc(C(CC(N)=O)NC(=O)Cc2ccc(Br)cc2)cc1[N+](=O)[O-] (stereo unspecified),6,0,-17,7,5,-10,9,5,9,0,-3
Cc1ccc(COc2ccc(/C=N/NC(=O)c3nnn(-c4nonc4N)c3COc3ccc(F)cc3)cc2)cc1,9,-5,-3,2,-5,0,5,-46,-1,-2,-9
Cc1cccn2c(=O)c(/C=C(\C#N)C(=O)NC3CCS(=O)(=O)C3)c(N3CC(C)OC(C)C3)nc12 (stereo unspecified),-12,-2,2,4,-23,14,-13,1,15,0,-9
O=C(O)c1cccc(NC(=S)NC(=O)c2ccc(-c3ccc(Cl)cc3)o2)c1,-13,1,6,3,-5,-10,-35,-34,-17,-3,29
O=C(O)C1C2C=CC(C2)C1C(=O)NC1CCN(Cc2ccccc2)CC1 (stereo unspecified),0,0,-3,-4,-6,2,-2,-7,-1,6,-5
COc1ccccc1OCC(=O)OCc1cc(-c2ccco2)on1,8,1,-4,-5,-4,2,-23,10,0,-2,7
CC(=O)Nc1ccc(Sc2ncccc2C(=O)Nc2cc(Cl)cc(Cl)c2)cn1,5,-1,8,-1,6,6,-1,8,5,1,14
CC(C)(/C=N/NC(=O)CSCc1ccc(Cl)cc1)CCC#N,-5,7,-11,2,12,22,-12,9,16,13,-4
Cc1onc(-c2ccccc2Cl)c1C(=O)Nc1ccc2c(c1)OCO2,-11,-1,-7,2,1,4,8,8,10,-8,-10
CC1CCN(C(=O)c2[nH]cnc2C(=O)N(C)Cc2ccccc2)CC1,-8,4,-2,1,14,-7,-27,1,7,11,-11
O=C(CSc1cccc2cccnc12)N/N=C/c1ccncc1,2,0,19,-2,6,-11,7,0,-1,-8,8
CSc1nnc(-c2cc3c(s2)-c2ccccc2CC3)o1,4,11,-38,6,-95,-89,-78,-22,-55,-4,-65
O=C(NCCCc1ccccc1)c1ccncc1,8,-1,-9,4,2,-10,-2,-8,6,4,-13
Cc1cc(OCC(=O)NCc2ccncc2)ccc1Cl,-5,22,1,-2,-9,9,-3,6,2,-19,-21
Cc1ccc(NC(=O)CNCc2cccs2)c(Br)c1,-3,-9,-36,-10,-37,-64,-37,-26,-48,2,-55
CSCCC(NC(=O)c1ccccc1)C(=O)O (stereo unspecified),-9,6,16,0,-10,10,16,8,-8,-3,-5
CCCN(CC(=O)Nc1ccc(C(N)=O)cc1)CC(=O)Nc1cc(Cl)ccc1Cl,-6,0,10,1,-38,-11,15,6,14,-11,19
O=C1Cc2cccc3cccc1c23,-2,-1,-1,-12,-8,3,-27,3,5,-14,5
COc1ccc(S(=O)(=O)N(CC(=O)N2CCOCC2)c2ccc(F)cc2)cc1OC,-4,-5,-11,0,1,-10,-17,28,-15,1,10
COc1ccc(C2C(O)C(c3c[nH]c4ccccc34)=NN2C(=O)CCl)cc1 (stereo unspecified),1,0,25,6,-39,-6,73*,94*,19,-4,-26
CC(=O)Nc1ccc(N=Cc2c(O)c3ccccc3oc2=O)cc1,5,4,15,-7,9,2,12,26,10,-4,4
O=C(CN1CCN(S(=O)(=O)c2ccc3ccccc3c2)CC1)N1CCc2ccccc2C1,12,-1,2,8,-8,-19,-4,24,4,0,21
CC1CN(S(=O)(=O)c2cccc(C(=O)N(CCc3ccccc3)Cc3ccccc3)c2)CC(C)O1 (stereo unspecified),-6,-1,/,-7,23,19,/,2,-6,0,12
CSc1nc(N)nc2c1ncn2CC(=O)NCc1ccccc1,2,-3,12,2,-13,-21,5,24,-3,8,21
COc1ccc(S(=O)(=O)n2cnc3cc(C)c(C)cc32)cc1,-12,0,5,2,-6,9,10,5,-16,-1,-11
O=c1cc(-c2ccsc2)oc2ccccc12,-7,2,-44,1,-28,-55,-48,-6,-54,-6,-54

# Just TWEAK Fn14 block, for 3 of the compounds above:
SMILES,TWEAK Fn14 block
CCCN(CC(=O)Nc1ccc(C(N)=O)cc1)CC(=O)Nc1cc(Cl)ccc1Cl,6
O=C1Cc2cccc3cccc1c23,3
COc1ccc(S(=O)(=O)N(CC(=O)N2CCOCC2)c2ccc(F)cc2)cc1OC,28

# Next part
SMILES,NOD2-RIPK2 inh,Granule exo inh,NR2F2 inh,ABHD5-PLIN5 inh,SRC1 inh,NR5A2 inv ag,NCOA2 inhibitor,TWEAK Fn14 block,SRC3 inh,TLR9-MyD88 inh,TROY NFkB inh
COC(=O)c1ccc(NC(=O)CSc2nnc(C3CC3)n2C)cc1,-3,0,19,5,-3,36,-31,5,8,-5,-5
O=C(c1cccc(OC(F)F)c1)N1CCN(c2ncccn2)CC1,1,-4,-6,5,10,13,-15,-11,-22,-8,-10
O=C(Nc1ccc(N2CCOCC2)cc1)NC1CCCCC1,-6,4,5,3,-30,-26,-32,12,-23,-8,-26
COc1ccc(S(=O)(=O)N2CCOC2CNC(=O)C(=O)NCCCN(C)C)cc1C (stereo unspecified),1,1,1,-6,-24,-11,5,-8,13,2,2
COc1ccc(Nc2nnc(-c3ccc(O)cc3)c3ccccc23)cc1C(N)=O,-1,-2,-5,1,-5,10,-37,-3,9,4,11
O=C(Cn1c(=O)n(CCC(=O)N2CCc3ccccc3C2)c(=O)c2ccccc21)NCC1CCCO1 (stereo unspecified),-7,5,-12,3,-17,-5,-11,7,-3,-6,8
O=C(NC1CCCCC1)C1c2ccccc2C(=O)N1Cc1ccco1 (stereo unspecified),-2,14,/,8,-7,11,/,-5,7,4,12
O=C(N/N=C/C(Br)=C\c1ccccc1)c1ccco1,-3,-2,-54,15,-117,-127,-60,-19,-85,/,-56
